Compound activity: PubChem, several laboratories
S1P4 agonist = S1P4 receptor agonists, primary screen, cell-based; Sphingosine 1-phosphate receptor 4 (Homo sapiens), O95977; S1P4-expressing cell line, agonist reporter assay; activation, % at 4.98 µM; hit rate 0.35% among 220,000; in the data active = activation above about 11%;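 also: 0% = DMSO vehicle and 100% = reference agonist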
Ba/F3 V617F tox = reduced viability of JAK2V617F-dependent Ba/F3 cells, primary screen, JAK2V617F inhibitor project, cell-based, Ba/F3 EpoR-JAK2V617F, luminescence; ATP luminescence; inhibition, % at 5.6 µM; hit rate 1.1% among 220,000; AID 1446, 2008;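 active = inhibition above the campaign mean plus 3 SD over all tested compounds, cut at about 24% in these data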;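 also: cytokine-independent growth of Ba/F3 cells driven by EpoR plus mutant JAK2; 0% = DMSO-treated cells and 100% = JAK inhibitor I control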
S1P4 antagonist = S1P4 receptor antagonists, primary screen, cell-based; S1P4-expressing cells, antagonist mode, reporter read-out; inhibition, % at 4.98 µM; AID 1510, 2009; hit rate 0.26% among 220,000; in the data active = inhibition above about 29%;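 also: 0% = wells stimulated with agonist and 100% = vehicle wells without agonist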
RBBP9 inhibitor = human RBBP9 inhibitors, primary screen, biochemical, fluorescence polarization, FP-Rh probe, HTS | Serine hydrolase RBBP9 (Homo sapiens), O75884 | recombinant RBBP9 | inhibition, % at 7.94 µM | hit rate 0.2% among 220,000 | AID 1515, 2009;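 active = inhibition above the campaign mean of all tested compounds plus 3 SD, cut at about 14% in these data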;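 also: plate controls were DMSO wells with RBBP9 for no effect and wells lacking RBBP9 protein for full effect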
Target sequence (O75884 whole entry, looked up): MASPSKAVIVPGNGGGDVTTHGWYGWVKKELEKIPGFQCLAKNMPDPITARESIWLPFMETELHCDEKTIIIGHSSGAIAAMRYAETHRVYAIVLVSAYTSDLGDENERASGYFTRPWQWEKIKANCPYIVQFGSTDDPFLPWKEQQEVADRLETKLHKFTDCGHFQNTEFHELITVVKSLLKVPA
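Test system: recombinant human RBBP9. Quantity: 2.5 µM RBBP9 dispensing solution, before mixing. Detection: FP readout at 525/598 nm. Reagent: Serine-hydrolase probe FP-Rh, 375 nM pre-mixing. Measure: % inhibition. Control set: DMSO-treated enzyme wells and wells lacking RBBP9. Buffer or medium: Tris-NaCl-Pluronic buffer, pH 8.0. Times: preincubation 30 min plus labeling 45 min at 25 °C.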
BaF3 parental = parental Ba/F3 cell viability inhibition, counter-screen for JAK2V617F inhibitor project, murine pro-B, CellTiter-Glo luminescence | AID 1486, 2009 | hit rate 1.1% among 220,000 | inhibition, % at 5.6 µM | CellTiter-Glo ATP luminescence;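 active = inhibition above a per-campaign cutoff, the mean inhibition of all tested compounds plus 3 SD, cut at about 27% in these data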;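 also: 0% = DMSO wells and 100% = JAK Inhibitor I control wells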
NPY1 pot ag = NPY-Y1 receptor potentiators or agonists, primary screen, cell-based; NPY-Y1 expressing cells, potentiator/agonist activation; hit rate 0.37% among 220,000; activation, % at 3.6 µM; Neuropeptide Y receptor type 1 (Homo sapiens), P25929; in the data active = activation above about 33%, passing the limit was not always enough;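 also: cells stimulated with NPY at EC10 then isoproterenol at EC100; 0% = low agonist plus stimulus and 100% = saturating agonist plus stimulus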
Runt-CBFb FRET = inhibitors of RUNX1 Runt–CBFb binding, primary screen, biochemical, FRET, Cerulean-Runt, Venus-CBFb, uHTS | inhibition, % at 20 µM | Cerulean-Runt/Venus-CBFb FRET ratio 530/480, 1 h | hit rate 0.46% among 220,000 | Runt-related transcription factor 1 (Homo sapiens) + Core-binding factor subunit beta …;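 active = inhibition over about 50% at 20 µM in the single-dose screen, limit read from the data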;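 also: 0% = DMSO wells and 100% = excess unlabeled CBFb competitor control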
Target sequence (Q01196 whole entry, looked up): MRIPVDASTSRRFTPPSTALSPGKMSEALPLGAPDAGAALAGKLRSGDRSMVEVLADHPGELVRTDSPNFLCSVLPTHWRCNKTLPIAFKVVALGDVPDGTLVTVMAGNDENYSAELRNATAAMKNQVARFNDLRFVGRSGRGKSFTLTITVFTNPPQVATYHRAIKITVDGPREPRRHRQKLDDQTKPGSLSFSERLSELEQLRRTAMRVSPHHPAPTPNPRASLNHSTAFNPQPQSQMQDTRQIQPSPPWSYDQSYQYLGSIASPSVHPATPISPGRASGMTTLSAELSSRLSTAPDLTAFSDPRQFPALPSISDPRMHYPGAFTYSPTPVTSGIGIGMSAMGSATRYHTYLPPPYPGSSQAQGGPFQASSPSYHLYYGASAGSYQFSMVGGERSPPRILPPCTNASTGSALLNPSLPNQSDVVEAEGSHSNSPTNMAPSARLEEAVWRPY
Target sequence (Q13951 whole entry, looked up): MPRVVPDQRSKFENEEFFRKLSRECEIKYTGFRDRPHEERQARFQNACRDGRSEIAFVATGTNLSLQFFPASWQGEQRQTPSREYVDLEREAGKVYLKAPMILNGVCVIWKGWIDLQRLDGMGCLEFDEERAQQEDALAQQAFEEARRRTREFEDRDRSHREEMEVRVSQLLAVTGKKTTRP
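Measured by: fluorescence energy transfer, 422 nm excitation, 530/480 nm emission; test system: Cerulean-tagged RUNX1 Runt domain (FRET donor) fusion protein; buffer or medium: Tris pH 7.5 buffer with BSA; compound: one dose, 20 µM compound, 1% DMSO; times: two 1 h room-temperature incubations shielded from light; benchmarks: unlabeled CBFb 5 µM, positive control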
NPY-Y2 PAM-ag = NPY-Y2 potentiators or agonists, primary screen, cell-based | Neuropeptide Y receptor type 2 (Homo sapiens), P49146 | cells expressing NPY-Y2, potentiator/agonist read-out | activation, % at 3.6 µM | hit rate 0.45% among 220,000; in the data active = activation above about 27%;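 also: cells stimulated with NPY near EC25 plus isoproterenol at EC100; 0% = vehicle plus submaximal agonist and 100% = vehicle plus saturating agonist; some results beyond the cut were filed as inactive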
NPY-Y1 antag = NPY-Y1 receptor antagonists, primary screen, cell-based | Neuropeptide Y receptor type 1 (Homo sapiens), P25929 | HEK293-CNG Y1 cells, membrane potential fluorescence; NPY at EC95, then isoproterenol | inhibition, % at 3.6 µM | hit rate 1% among 200,000;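 active = inhibition above the campaign mean inhibition of all tested compounds plus 3 SD, cut at about 20% in these data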;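 also: 0% = DMSO wells given NPY plus isoproterenol and 100% = isoproterenol alone without NPY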
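Material: Y1- and CNG-channel-expressing HEK293 cells / Probe or stimulus: NPY 25 nM then isoproterenol 1 µM plus Ro 20-1724 25 µM / Doses: 3.6 µM single dose, DMSO 0.4% / Schedule: compound incubation 1 h at room temperature, readout 45 min post-stimulation / Signal: membrane potential fluorescence / Benchmarks: isoproterenol-only wells as full block versus NPY-plus-isoproterenol wells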
The depositor's hits bear a star; x = not tested or not shown.

Results follow in this order: S1P4 agonist	Ba/F3 V617F tox	S1P4 antagonist	RBBP9 inhibitor	BaF3 parental	NPY1 pot ag	Runt-CBFb FRET	NPY-Y2 PAM-ag	NPY-Y1 antag
> CCOC(=O)c1c(N)sn(-c2ccccc2C)c1=S
→ 1.5	2	-1	-7	2	9	44	24	1
> COc1ccc2oc(=O)c(-c3nc4ccccc4o3)cc2c1
→ 1.2	2	-13	-4	2	-6	31	8	1
> O=C(c1ccccc1)N1CCN(Cc2cccc(Oc3ccccc3)c2)CC1
→ -2.2	-2	-9	0	3	-6	-5	-1	5
> COc1ccc(/C=N/N=C2/NC(=O)C(CC(=O)O)S2)cc1OS(=O)(=O)c1ccccc1 (configuration not stated)
→ 0.1	1	-9	-4	2	-8	1	0	-1
> Cc1cc(Cl)ccc1NC(=S)NCCCN1CCCC1=O
→ 1.2	-1	-11	-4	3	3	0	-1	1
> CCOc1cccc(CNn2cnnc2)c1OCc1ccccc1
→ 0.4	-3	-19	-3	2	2	-1	0	-3
> COC(=O)CN(c1ccc(OC)cc1)S(=O)(=O)c1ccc(OC)c(OC)c1
→ 0.6	3	-5	-6	3	-6	0	5	-2
> COc1ccc(C2CC(=O)N3CN(c4ccccc4F)CSC3=C2C#N)cc1OC (configuration not stated)
→ 2.4	-2	-9	-2	2	-15	52*	5	0
> CCCCC(CC)C1OCC(C[N+]2(C)CCOCC2)O1 (configuration not stated)
→ 1.2	2	-164	-4	4	-20	-5	-1	2
> CCOC(=O)c1cnc(-c2ccccc2)nc1Oc1ccccc1
→ -1.1	-4	5	-1	0	-3	-1	12	4
> Cc1c(CCOC(=O)CC23CC4CC(CC(C4)C2)C3)sc[n+]1Cc1ccccc1
→ -1.1	29*	-14	-8	41*	0	-3	7	7
> N#CCc1nc2ccccc2c(=O)[nH]1
→ 1.3	-3	1	-9	-4	5	2	-18	x
> Cc1cc(C)n2nc(SCC(=O)N(C(C)C)C(C)C)nc2n1
→ -1.4	2	-2	-4	5	10	1	-7	4
> COc1ccc2c(c1)C(SCC(=O)NCCc1ccc(Cl)cc1)CC(C)(C)O2 (configuration not stated)
→ 1.7	1	5	-5	8	-12	-4	-4	2
> CCN1CCC2(CC1)N=C(c1ccc(F)cc1)C(=S)N2C(=O)c1ccc(C)cc1
→ 1.0	-1	-23	-5	4	-8	4	9	5
> Cc1cc2nc(C)n(CCCN)c2cc1C
→ -0.7	-3	-22	3	0	-11	-2	-20	4
> CSc1nc(C)c2c(n1)N(c1ccc(O)cc1)CC2
→ 0.0	0	2	-4	7	-2	0	-14	4
> CSC1=NCCCN1C(=O)c1c(-c2ccccc2Cl)noc1C
→ -0.7	1	0	-2	1	-1	2	2	x
> COC(=O)c1cnc(NNS(=O)(=O)c2ccc(Cl)cc2)nc1C(F)(F)F
→ 1.8	0	-1	-2	-4	-7	4	9	x
> CCOc1ccc(-c2cnc(SCC(N)=O)nc2N)cc1
→ 4.6	-5	1	3	-1	29	0	21	-4
> CCCCn1c(=O)[nH]c(=O)c2c1nc(-c1ccc(-c3ccc(F)cc3)o1)n2C
→ 0.6	4	-14	4	0	21	-4	2	x
> CC(C)=Cc1oc2ccc([N+](=O)[O-])cc2c1N1CCOCC1
→ 0.8	-2	-4	-2	2	8	x	-5	-2
> COC(=O)c1cn(NC(=O)c2ccc([N+](=O)[O-])c(C)c2)c(=O)c2ccccc12
→ -0.4	-3	11	-7	2	-19	1	-15	17
> NS(=O)(=O)c1ccc(Cc2ncc(C(F)(F)F)cc2Cl)s1
→ 3.4	-4	5	-7	1	4	0	3	8
> Nc1nc2c(c(=O)[nH]1)C(c1ccccc1)C1=C(N2)c2ccccc2C1=O (configuration not stated)
→ -1.2	-4	-2	9	-1	38	6	-7	x
> CCOc1ccccc1NC(=O)CN(c1nccs1)S(=O)(=O)c1ccc(N)cc1
→ 0.4	-2	-9	-2	8	19	0	14	-1
> Nc1ccc(Oc2ccc3nc(-c4ccccc4)c(-c4ccc([N+](=O)[O-])cc4)nc3c2)cc1
→ -1.9	2	-13	-11	5	6	2	0	0
> Cc1ccc(SCC(=O)Nc2ccc(F)cc2[N+](=O)[O-])cc1C
→ 0.2	-4	-2	-9	-1	9	-2	0	4
> CCN(CC)c1nc(Nc2ccccc2)nc(Oc2ccc(=O)[nH]n2)n1
→ -0.4	2	8	-10	2	-16	-1	1	2
> CCN(CC)CCOC(=O)c1cccc(Br)c1
→ 0.5	7	-8	-6	7	-7	-1	-12	0
> Cc1nc2nc(C)c(CCC(=O)N3CCN(c4ccccc4)CC3)c(C)n2n1
→ -4.8	1	-14	1	7	-15	0	-2	-4
> O=c1c2c3c(sc2nc2n1CCCCC2)CCC3
→ -0.6	-2	3	-8	2	-19	2	6	2
> COc1ccccc1Nc1cc(C)nc2c(C)ccc([N+](=O)[O-])c12
→ -1.2	5	-1	-3	12	-28	-3	-13	5
> O=C(NCCC1=CCCCC1)C1CCC(CNc2c(N3CCCCC3)c(=O)c2=O)CC1 (configuration not stated)
→ 1.0	-4	-2	2	1	-25	1	-1	x
> CC(=O)c1ccc(OCC(=O)NCc2ccc(F)cc2)cc1
→ -1.3	3	-3	-10	3	-19	0	-5	1
> COc1ccc(C(=O)Nc2ccc3nc(N4CCCCC4)cc(C)c3c2)c(OC)c1
→ 0.1	0	-1	-5	10	6	-2	11	0
> CC(CN1CCOCC1)OC(=O)c1cccc(Br)c1 (configuration not stated)
→ -0.3	3	-27	0	8	-21	3	3	0
> COc1ccc2c(c1)N1CCN=C1N2C
→ -1.2	-1	-2	-3	-1	24	-1	-3	3
> CN(C)c1nc(OCCNC(=O)COc2ccc(Cl)cc2Cl)nc(N(C)C)n1
→ 1.2	2	-5	1	3	-18	2	8	2
> CCNC1=C(Cl)C(=O)c2ccccc2C1=O
→ 2.4	-1	6	-8	2	-9	2	3	2
> Cc1cccc(C)c1OCC(=O)NCC1CCCO1 (configuration not stated)
→ -1.5	-3	-4	1	1	-10	0	5	0
> CCC(SCC(=O)OC)C(=O)Nc1nnc(C(C)C)s1 (configuration not stated)
→ -0.8	0	-36	3	10	19	1	2	5
> O=C(O)/C=C\C(=O)Nc1ccccc1C(=O)NC1CCCCC1
→ 1.1	-1	0	-7	1	-5	3	4	4
> Cc1ccc(C)c2[nH]c(=O)c(CCNC(=O)CC(C)(C)C)cc12
→ 1.7	-4	-9	-6	0	-6	1	-5	0
> CC1Cc2ccccc2N1C(=O)COC(=O)CCc1nc2ccccc2c(=O)[nH]1 (configuration not stated)
→ 1.1	-2	6	-3	5	-2	0	-10	-2
> COc1ccc(C2CC2C(=O)c2ccccn2)cc1 (configuration not stated)
→ 0.2	-2	-6	-2	4	6	0	1	-2
> CCOc1ccc2nc(N/C(N)=N/S(C)(=O)=O)nc(C)c2c1
→ -1.4	-3	3	8	-1	1	2	-4	x
> Cc1cc(C(=O)Nc2nc3c(s2)CCCC3)no1
→ 0.4	5	5	-2	11	9	0	-9	1
> Cc1cc(C(=O)c2ccccc2)c(NC(=O)CN2CCOCC2)s1
→ 0.1	-1	-9	-6	4	-5	-2	-5	6
> CCn1cc(Br)c(-c2nc3ccccc3c(=O)n2N)n1
→ 0.5	0	-16	-8	2	-6	-2	-8	6

Further entries
Results follow in this order: S1P4 agonist	Ba/F3 V617F tox	S1P4 antagonist	RBBP9 inhibitor	BaF3 parental	NPY1 pot ag	Runt-CBFb FRET	NPY-Y2 PAM-ag	NPY-Y1 antag
> CCOC(=O)C1=C(C)NC(C)=C(C(=O)OCC)C1C(=O)OCC(=O)NC(C)C
→ -0.9	-2	1	-7	0	-5	2	-5	-5
> N/C(=N\OC(=O)CCCc1ccccc1)c1ccc([N+](=O)[O-])cc1
→ 0.6	-2	-19	-6	2	8	-2	0	10
> Cc1ccccc1C(=O)NNC(=O)/C=C/c1ccccc1
→ -0.9	1	-1	-9	7	1	2	3	5
> CC(C)OC(=O)c1ccc(Cn2nnc3ccccc3c2=O)cc1
→ -1.1	-4	1	-5	4	5	-2	-7	2
> c1ccc(-c2cc3c(ccc4nonc43)nn2)cc1
→ 1.0	-3	1	-4	1	-3	2	-5	2
> CC(OC(=O)c1cccc(NS(C)(=O)=O)c1)C(=O)Nc1ccc(N2CCOCC2)cc1 (configuration not stated)
→ 2.4	1	-4	-6	6	-7	1	-14	6
> CCOc1ccc(C2N(c3ccc(OC)cc3)C(=O)C3CCCN32)cc1OC (configuration not stated)
→ 0.9	-1	-7	-5	5	17	1	-2	3
